hgDAF-12 ag – hgDAF-12 agonism, primary luciferase screen. HEK293 GAL4-hgDAF12 UAS-luciferase reporter, agonist luminescence; normalized to butyrate control. actives 1.8% (n = 370,000). activation, % at 6.8 µM. AID 687014;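 active = activation above a cutoff set at the mean of all screened compounds plus 3 SD, cut at about 10% in these data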;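 note: 0% = DMSO wells and 100% = sodium butyrate wells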
FXN GAA850 act – increases GAA850 frataxin promoter reporter activity; HEK293 lucGAA850 FXN promoter luciferase reporter, 24 h; percent of 10 µM SAHA response; activation, % at 6 µM; actives 0.56% (n = 360,000);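 active = activation above the average of all compounds screened plus 3 SD, cutoff fixed separately per campaign, cut at about 7.5% in these data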;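 note: 0% = DMSO wells and 100% = 10 µM SAHA wells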
ADAM17 inh – inhibitors of human ADAM17; recombinant ADAM17, EDANS/DABCYL FRET peptide cleavage; inhibition, % at 6.95 µM; actives 0.83% (n = 370,000);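 active = inhibition above the mean of compounds lying between control limits plus 3 SD, set per campaign, cut at about 8.5% in these data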;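 note: 0% = DMSO-only wells as the low control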
Target sequence (P78536 215-824 limits assumed): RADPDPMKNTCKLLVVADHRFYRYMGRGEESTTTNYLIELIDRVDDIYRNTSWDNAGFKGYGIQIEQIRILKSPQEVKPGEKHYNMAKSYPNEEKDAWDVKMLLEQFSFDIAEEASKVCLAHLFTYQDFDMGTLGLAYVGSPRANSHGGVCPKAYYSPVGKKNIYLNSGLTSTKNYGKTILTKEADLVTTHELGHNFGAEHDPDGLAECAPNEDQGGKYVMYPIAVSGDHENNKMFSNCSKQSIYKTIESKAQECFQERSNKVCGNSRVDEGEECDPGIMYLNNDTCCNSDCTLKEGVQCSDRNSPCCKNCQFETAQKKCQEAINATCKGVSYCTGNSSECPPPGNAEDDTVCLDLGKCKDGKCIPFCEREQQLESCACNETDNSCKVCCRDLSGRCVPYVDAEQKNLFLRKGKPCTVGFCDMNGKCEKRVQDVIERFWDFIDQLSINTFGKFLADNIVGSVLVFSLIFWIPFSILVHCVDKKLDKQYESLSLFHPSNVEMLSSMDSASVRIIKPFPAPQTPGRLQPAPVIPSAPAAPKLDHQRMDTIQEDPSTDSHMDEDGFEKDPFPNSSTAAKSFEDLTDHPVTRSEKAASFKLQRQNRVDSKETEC
PLC-gamma1 inh – PLC-gamma1 (human) inhibition, primary screen; P19174; purified PLC-gamma1, fluorogenic substrate, fluorescence; inhibition, % at 12.2 µM; actives 0.84% (n = 370,000); AID 720700; in the data active = inhibition above about 9.5%
DAX1 inh-1 – inhibits human nuclear receptor DAX1; P51843; HEK293 Gal4-DAX1 luciferase reporter, luminescence; actives 0.99% (n = 340,000); inhibition, % at 6.75 µM; AID 504766;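 active = inhibition above the mean over all tested compounds plus 3 SD, cut at about 4.2% in these data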;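 note: 0% = DAX1-transfected cells with DMSO and 100% = empty-vector control cells with DMSO; inhibition shows as a rise in luminescence from relieved DAX1 repression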
Target sequence (P51843 207-470 limits assumed): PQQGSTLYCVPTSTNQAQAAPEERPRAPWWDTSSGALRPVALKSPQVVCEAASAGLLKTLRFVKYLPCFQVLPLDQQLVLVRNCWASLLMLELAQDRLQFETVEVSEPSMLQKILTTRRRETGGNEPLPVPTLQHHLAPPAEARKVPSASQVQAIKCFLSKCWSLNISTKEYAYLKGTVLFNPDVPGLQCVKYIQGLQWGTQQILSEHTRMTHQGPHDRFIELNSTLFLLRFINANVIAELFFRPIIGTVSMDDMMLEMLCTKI
ssDAF12 agonist – S. stercoralis DAF-12 activation, primary screen; HEK293 ssDAF-12/GRIP1 lit1-tk-luc reporter, luminescence; % of 3 µM dafachronic acid response; activation, % at 6.8 µM; actives 1% (n = 370,000);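 active = activation above the mean over all tested compounds plus 3 SD, cut at about 0.9% in these data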;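 note: 0% = DMSO-only wells and 100% = 3 µM delta7-dafachronic acid wells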
ADAM10 inh – inhibits human ADAM10; recombinant ADAM10, EDANS/DABCYL FRET peptide cleavage, 3 h; inhibition, % at 7 µM; actives 0.62% (n = 370,000); AID 720582;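 active = inhibition above a per-campaign cutoff equal to the mean of compounds falling between control-based bounds plus 3 SD, cut at about 20% in these data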;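 note: 0% = DMSO wells while the 100% control is not disclosed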
HGIII-sPLA2 inh – Blocks human group III sPLA2 activity; Q9NZ20; QFRET BODIPY PC-A2 liposome hydrolysis, fluorescence; inhibition, % at 12.2 µM; actives 0.56% (n = 370,000); AID 743126;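 active = inhibition above mean plus 3 SD of compounds lying within the high and low control bounds, cut at about 19% in these data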;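 note: 0% = median of test compound wells and 100% = no enzyme DMSO wells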
DAX1 inh-2 – blocks DAX1 repression of SF-1 activated StAR promoter | inhibition, % at 6.8 µM | AID 652010 | HEK293T StAR-luciferase reporter, SF-1/DAX-1 repression relief | actives 1.1% (n = 370,000);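 active = inhibition above the mean over all tested compounds plus 3 SD, cut at about 3.6% in these data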;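 note: 0% = DAX-1 cells with DMSO and 100% = cells lacking DAX-1 with DMSO; higher inhibition means more luminescence from relief of DAX-1 repression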
hcDAF12 agonist – activators of H. contortus DAF-12 nuclear receptor; HEK293 hcDAF-12 lit1-tk-luc reporter, luminescence; 0% DMSO, 100% Δ7-dafachronic acid; activation, % at 6.8 µM; actives 1.4% (n = 370,000);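 active = activation above the mean of all tested compounds plus 3 SD, cut at about 5.5% in these data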;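 note: 100% = response to 3 µM Δ7-dafachronic acid high control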
PLCb3 inh – inhibitors of human phospholipase C beta3; actives 0.18% (n = 370,000); Purified PLC-beta3, fluorogenic substrate, fluorescence; AID 720704; inhibition, % at 12.2 µM; in the data active = inhibition above about 11%;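 note: 0% = median of compound wells on plate and 100% = full blocker control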
* = called active by the depositor; i = inactive; / = no result given. Compounds were not picked by outcome. Share with any hit: about 6.9%.

SMILES	hgDAF-12 ag	FXN GAA850 act	ADAM17 inh	PLC-gamma1 inh	DAX1 inh-1	ssDAF12 agonist	ADAM10 inh	HGIII-sPLA2 inh	DAX1 inh-2	hcDAF12 agonist	PLCb3 inh
Cc1cc(Cl)ccc1OCC(=O)NNC(=O)C1CSC2(C)CCC(=O)N12 (centres undefined)	0.3	-1.3	7.6	1.4	-1.3	-0.8	2.7	-3.6	1.6	-0.4	-5.1
COc1ccc(Cc2nnc(N/N=C/c3ccc(O)cc3O)[nH]c2=O)cc1OC	3.3	1.2	2.2	0.3	-0.3	-0.6	8.1	-7.4	0.2	-0.5	-0.9
CC(=O)N1CCN(C(=O)c2ccc(Cl)c(S(=O)(=O)N3CCCC3)c2)CC1	0.0	1.2	-2.7	1.2	0.1	-1.0	-6.7	10.3	0.9	-0.5	0.0
CCOC(=O)C1(Cc2cccc(OC)c2)CCN(Cc2ccon2)CC1	-0.7	-3.3	-2.7	-1.8	2.8	-1.0	-5.0	10.9	-0.1	-1.3	-9.3
S=C(NC1CC1)NC1CCCc2ccccc21 (centres undefined)	-0.5	0.1	-1.8	-0.8	0.2	-1.5	-5.0	7.1	0.7	-0.3	-0.9
Cc1ccc(CN2CCN(C3CCOCC3)CC2CCO)cc1 (centres undefined)	0.7	1.2	-1.1	2.1	1.4	-1.2	6.5	-0.3	0.8	-1.4	-2.9
C=CCn1cccc(C(=O)Nc2ccc(N(C)C)cc2)c1=O	10.6*	-0.8	-1.7	-2.7	1.0	-0.4	3.2	7.8	0.8	-0.8	-7.1
CCOc1ccc(S(=O)(=O)Nc2cc(OC)ccc2OC)cc1	-1.4	0.5	-0.2	-38.0	-1.7	0.4	-2.2	-1.3	-1.4	-0.6	2.3
Cc1ccc(CCN2CCN=C2N(C)C)cc1	0.8	-0.1	3.3	3.9	-0.2	-1.3	5.8	3.2	0.3	0.4	1.2
N=c1c(S(=O)(=O)c2ccccc2)cc2c(=O)n3ccccc3nc2n1C1CCCC1	-0.9	5.2	-44.1	-22.2	-1.3	-0.8	-96.3	5.1	-0.5	-2.0	-34.3
CC1CC(Nc2cccc(O)c2)=CC(=O)O1 (centres undefined)	-0.1	-1.0	-204.5	-458.3	-0.4	-1.1	i	-10.1	-0.7	0.0	i
Cc1cc(-c2ccccc2)n(-c2ccccc2)n1	6.1	2.5	2.5	2.0	1.1	-0.9	-5.8	0.1	0.7	2.0	4.0
CC(=O)Nc1ccc(NC(=O)CSc2nnc(NC(=O)c3cccc(F)c3)s2)cc1	8.8	5.4	-0.8	-8.8	-0.6	1.1*	-4.9	-7.4	7.5*	11.6*	-23.7
COc1cccc(/C=N/NC(=O)C(=O)N2CCCCCC2)c1OC	2.2	0.0	-0.9	-2.1	0.0	-0.6	4.4	5.0	-0.3	-2.3	-5.9
CCN(CC(=O)NCc1ccc(Cl)cc1)C(=O)CCOc1ccc(C)cc1	3.9	2.0	-1.0	0.8	-0.1	-1.2	-6.4	6.2	0.4	-0.3	-2.0
O=C/C(=C\Nc1ccc(Cl)cn1)c1nc2cc(Cl)ccc2o1	2.2	0.8	-4.3	-11.9	-0.7	-0.6	-3.9	-10.9	0.4	1.9	-9.3
CCOc1ccc(S(=O)(=O)N2CCCCCC2)cc1	-2.4	4.4	-4.1	4.4	-0.3	-1.5	5.8	0.3	-0.1	-1.6	-3.3
COC(=O)C1=C(C)NC(=O)/C1=C\c1cccs1	2.3	0.3	2.3	-3.9	0.0	-1.3	-3.4	6.8	-0.8	-1.0	-2.8
CCOc1ccc(NC(=O)COc2nsnc2N2CCOCC2)cc1	-2.4	0.5	4.0	6.4	-1.3	-1.6	7.0	10.2	0.5	-1.5	1.8
Cc1cccc(N(C(=O)Cn2nnc(-c3ccc(F)cc3)n2)C(C(=O)NC(C)(C)C)c2ccncc2)c1 (centres undefined)	-1.3	-0.5	1.1	2.1	-1.4	-1.2	-4.7	1.8	-0.3	-1.8	-0.3
CCOC(=O)C1CCN(C(=O)Nc2ccc(C)c(Cl)c2)CC1	-0.7	2.1	-0.7	4.7	0.6	-2.0	4.3	4.1	0.1	-0.7	-4.6
O=C(Cn1nc(C(F)(F)F)c2c1CCC2)NC1CCCCC1	-0.7	0.2	-1.6	3.4	1.6	-1.4	5.8	0.7	0.3	-0.9	5.9
Cc1ccc(S(=O)(=O)NC(=O)C2(C)CCN2C(=O)Cc2ccc(C(C)(C)C)cc2)cc1 (centres undefined)	2.6	-1.0	-1.1	1.4	/	-1.9	0.2	-11.3	0.7	-0.2	-1.1
CCCCCN1CCCCC(NC(=O)c2ccc(C)cc2)C1=O (centres undefined)	1.8	/	-6.8	1.6	/	-0.6	-4.3	3.9	-0.3	3.4	1.4
O=C(Nc1ccccc1F)c1cc(-c2ccco2)nc2ccccc12	-1.0	2.1	-118.7	-364.5	1.8	-1.4	-295.0	3.0	-0.7	1.1	-486.0
COc1ccc(C(=O)CC(=O)C(=O)Nc2ccccc2Cl)cc1	1.8	1.5	-1.3	-0.2	-1.1	-0.9	10.8	-3.4	-0.2	1.1	-11.3
N/C(=N\OC(=O)Cc1ccc(Cl)cc1)c1ccccn1	9.3	2.6	-0.3	-0.7	1.0	-0.7	4.9	-1.6	0.1	3.4	0.8
Cc1ccccc1S(=O)(=O)Oc1ccc2ccc(O)cc2c1	9.1	2.9	-0.1	-2.4	1.7	-0.7	2.0	-106.4	-0.4	1.6	-8.0
O=C(NCc1ccccn1)c1ccc(CS(=O)(=O)Cc2ccc(Cl)cc2)o1	-2.2	0.9	-5.8	0.5	-1.1	-1.1	4.2	6.6	0.2	-1.5	-1.3
N/C(=N\OC(=O)Cc1ccccc1)c1ccccc1Cl	13.7*	6.9	1.7	-2.1	-0.9	0.4	0.5	-2.9	1.8	3.5	2.4
CCOc1ccc(C2NC(=O)C(C#N)=C(S)N2c2ccc(C)cc2)cc1OC (centres undefined)	-0.7	-2.6	-1.6	-4.6	-0.5	-1.0	6.5	4.7	0.1	-1.3	-3.2
Cc1ccc(S(=O)(=O)NCCC(=O)OC(C)C(=O)NC2CC2)cc1 (centres undefined)	0.3	2.0	-4.2	-1.4	0.3	-1.3	-1.6	7.8	1.0	-0.1	-9.2
COCCN1CCCc2nc(-c3ccc(Br)cc3)ccc21	10.5*	/	-31.8	-102.8	/	-0.4	-115.9	10.2	4.0*	0.5	-132.5
Cc1ccc2nc(-c3ccco3)c(Cc3cccc(Cl)c3)n2c1	1.9	/	-27.0	-44.4	/	-1.0	-105.4	-9.4	1.2	3.3	-63.1
COc1ccc(S(=O)(=O)Nc2ccc3c(c2)OCO3)cc1C(=O)O	1.4	0.9	2.2	0.8	0.6	-0.6	-1.6	6.8	0.4	-1.2	1.0
COc1ccc(-n2ncc3c(Nc4cccc(C)c4)ncnc32)cc1	3.5	6.7	-6.3	-6.1	0.4	-1.2	-6.2	1.0	1.2	-1.3	-4.3
CCOC(=O)C1CCCN(C(=O)c2ccco2)C1 (centres undefined)	0.3	0.4	-7.3	-0.8	-1.3	-1.2	-4.7	7.0	0.2	-1.6	-2.8
O=C(Nc1nnc(SCCC2OCCO2)s1)C1CC(=O)N(c2ccc(F)cc2)C1 (centres undefined)	-1.2	1.7	2.6	-2.0	1.2	-1.1	2.3	-14.3	-1.4	0.0	-10.7
O=C(Nc1ccc2c(c1)OCCO2)c1ccc(Cl)c(S(=O)(=O)N2CCCCC2)c1	-8.2	-2.8	6.9	-2.1	-3.4	-2.6	17.0	-22.7	-3.1	-4.7	-4.8
Cc1ccc(/C=C/C2=NN(Cc3ccccc3Cl)C(=O)CC2)cc1	-0.3	-0.6	-2.9	-5.0	-0.3	-0.6	2.8	-9.8	-0.4	-2.0	-11.9
COc1ccc(N2CC(O)=C(c3nc(-c4ccc(F)cc4)cs3)C2=N)cc1OC	-3.9	0.6	-0.4	-0.9	1.3	-0.8	9.5	3.4	-1.0	-1.1	-4.8
CCCCN1C[C@@H]2CSCCS(=O)(=O)N2C1=O	0.1	/	-3.5	1.7	/	-0.6	-2.3	12.6	-0.9	-0.2	1.1
COC(=O)C1CCN(C(=O)COC(=O)COc2ccc(C#N)cc2)CC1	1.6	0.4	-1.2	4.7	-0.5	-1.6	0.4	1.0	-0.2	-1.3	-3.7
CCN1C[C@@H]2[C@@H]3C(=O)N(Cc4ccccc4)C(=O)[C@@H]3[C@](C)(C1=O)N2C(=O)c1ccc(C(C)(C)C)cc1	-1.7	1.3	0.0	1.6	-0.5	-1.5	-1.4	-14.6	0.0	1.9	0.6
CCOc1ccc(NC(=O)CN(C)C(=O)CN2C(=O)NC3(CCCC3)C2=O)cc1OCC	-0.1	-0.3	-1.9	-0.6	-0.5	-1.1	-0.9	6.7	1.4	1.1	-10.8
COc1ccc(NC(=O)CS(=O)(=O)Cc2nc(-c3ccc(C)cc3)oc2C)cc1	0.6	-0.2	-1.2	2.2	0.9	-0.8	1.7	-3.8	-0.4	4.0	-5.6
CC1(C)CC(=O)C=C(c2ccc(COC(=O)c3cccc(C(F)(F)F)c3)cc2)C1=O	-5.0	1.0	0.7	-2.2	2.3	-0.5	-18.1	12.6	-0.4	-0.5	-4.1
CCCN(C(=O)CCCSc1nc2ccccc2[nH]1)c1c(N)n(Cc2ccccc2)c(=O)[nH]c1=O	1.6	-0.5	-4.5	2.4	1.6	-1.2	-7.7	2.5	-0.7	0.6	-5.0
